RGS4 inhibitor = Inhibitors of Regulator of G Protein Signaling (RGS) 4: qHTS. Regulator of G-protein signaling 4 (Homo sapiens), P49798. Transcreener GDP fluorescence polarization, RGS4-accelerated GTP hydrolysis. Potency, µM (series often up to 114 µM), without a hit: at the top dose activity change, negative = inhibition, actives largely listed as inhibitors. hit rate 0.039% among 390,000; further: on the % scale 0 is the no-effect control and ±100 the full control effect; nearly all actives have a fitted effect of over 75% in size; some results filed as inactive show a strong effect at the top dose
Target sequence (P49798 whole entry, looked up): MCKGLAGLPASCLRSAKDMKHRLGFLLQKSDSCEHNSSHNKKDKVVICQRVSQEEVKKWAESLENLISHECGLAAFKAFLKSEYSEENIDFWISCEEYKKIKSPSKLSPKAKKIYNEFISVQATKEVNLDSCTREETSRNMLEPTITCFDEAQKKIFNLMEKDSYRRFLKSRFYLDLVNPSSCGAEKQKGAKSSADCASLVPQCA
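MLSMR compounds (23 nl, pin-transferred) preincubated 10 min at room temperature with a 500nM (2x) first reagent, then RGS4 at 900nM (2x) plus Transcreener GDP mix added; fluorescence polarization (620/688 nm) read before and after 90 min at 30 °C.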
HP1b chromo inh = HTS for Inhibitors of HP1-beta Chromodomain Interactions with Methylated Histone Tails; Chromobox protein homolog 1 (Homo sapiens), P83916; Potency, µM (top dose mostly 114 µM), inactives show at the top dose activity change, negative = inhibition, actives largely listed as inhibitors; hit rate 0.56% among 390,000; AlphaScreen HP1-beta / biotin-H3K9me3 peptide binding; further: nearly all actives have a fitted effect of over 70% in size; inactives centre near 23
Target sequence (P83916 whole entry, looked up): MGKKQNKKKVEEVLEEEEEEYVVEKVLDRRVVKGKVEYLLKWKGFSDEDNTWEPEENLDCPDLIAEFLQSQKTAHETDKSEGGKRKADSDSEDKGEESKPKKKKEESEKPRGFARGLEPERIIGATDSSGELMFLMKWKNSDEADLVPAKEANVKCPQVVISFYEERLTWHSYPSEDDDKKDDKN
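Compound inhibition of the preformed complex between 50 nM HP1-beta and 50 nM biotinylated H3K9me3 peptide was read by AlphaScreen. Buffer was PBS pH 7.4 with 0.01% Tween-20. Incubations ran 30 min at room temperature, with 10 ug/mL donor/acceptor beads.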
Pin1 inh = qHTS Assay to Find Inhibitors of Pin1 | Pin1 FP peptide displacement, HiFluor488, 10 min | Peptidyl-prolyl cis-trans isomerase NIMA-interacting 1 (Homo sapiens), Q13526 | hit rate 0.009% among 390,000 | Potency, µM (doses to about 115 µM), for inactives: at the highest dose activity, negative = inhibition, most hits filed as inhibitors; active means well fitted inhibition curve with a large enough effect in the polarisation, with a control signal flat, not every such curve was filed as active; inconclusive means small, poorly fitted or top-dose-only effect, or effect the other way, or a change in a side signal; inactive means no such curve, though single readings can be large or run the other way; the % refers to the polarisation; further: on the % scale 0 is the no-effect control and ±100 the full control effect
TrxR1 inh = qHTS Assay for Inhibitors of Mammalian Selenoprotein Thioredoxin Reductase 1 (TrxR1): qHTS; Thioredoxin reductase 1, cytoplasmic (Rattus norvegicus), O89049; Potency, µM (highest dose often 114 µM), inactives show top-dose activity change, negative = inhibition, most hits filed as inhibitors; AID 588453, 2011; recombinant rTrxR1, NADPH fluorescence consumption, selenite substrate; hit rate 1% among 390,000; further: on the % scale 0 is the no-effect control and ±100 the full control effect; nearly all actives have a fitted effect of over 65% in size
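Rat TrxR1 (90 nM in the dispensed reagent) was pre-reduced with 400 uM NADPH for 5 min at room temperature, then incubated with compound for 15 min. After 400 uM selenite was added, NADPH fluorescence (Ex 340/Em 450 nm) was followed for 8 min.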
12-LOX inh = Primary qHTS assay for inhibitors of human arachidonate 12S-lipoxygenase (ALOX12): Round 2. Potency, µM (highest dose often 108 µM), without a hit: at the top dose activity change, negative = inhibition, hits mostly inhibitors. AID 1671190, 2021. purified 12hLO, xylenol orange hydroperoxide absorbance. hit rate 1.1% among 580,000. Polyunsaturated fatty acid lipoxygenase ALOX12 (Homo sapiens), P18054; further: on the % scale 0 is the no-effect control and ±100 the full control effect
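Hydroperoxide product was detected by ferrous iron/xylenol orange as the 573 to 405 nm absorbance ratio. Arachidonic acid at 40 uM (final) was turned over for 30 min at room temperature by 150 nM human 12hLO, pH 7.0 Hepes buffer, after 15 min compound preincubation.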
GLS inhibitor = qHTS for Inhibitors of Glutaminase (GLS). hit rate 0.21% among 410,000. GLS enzymatic activity, qHTS titration. AID 624170, 2012. Potency, µM (titrated, usually from 45.5 µM), inactives show top-dose activity change, negative = inhibition, usual class: inhibitors; further: on the % scale 0 is the no-effect control and ±100 the full control effect
Target sequence (O94925 whole entry, looked up): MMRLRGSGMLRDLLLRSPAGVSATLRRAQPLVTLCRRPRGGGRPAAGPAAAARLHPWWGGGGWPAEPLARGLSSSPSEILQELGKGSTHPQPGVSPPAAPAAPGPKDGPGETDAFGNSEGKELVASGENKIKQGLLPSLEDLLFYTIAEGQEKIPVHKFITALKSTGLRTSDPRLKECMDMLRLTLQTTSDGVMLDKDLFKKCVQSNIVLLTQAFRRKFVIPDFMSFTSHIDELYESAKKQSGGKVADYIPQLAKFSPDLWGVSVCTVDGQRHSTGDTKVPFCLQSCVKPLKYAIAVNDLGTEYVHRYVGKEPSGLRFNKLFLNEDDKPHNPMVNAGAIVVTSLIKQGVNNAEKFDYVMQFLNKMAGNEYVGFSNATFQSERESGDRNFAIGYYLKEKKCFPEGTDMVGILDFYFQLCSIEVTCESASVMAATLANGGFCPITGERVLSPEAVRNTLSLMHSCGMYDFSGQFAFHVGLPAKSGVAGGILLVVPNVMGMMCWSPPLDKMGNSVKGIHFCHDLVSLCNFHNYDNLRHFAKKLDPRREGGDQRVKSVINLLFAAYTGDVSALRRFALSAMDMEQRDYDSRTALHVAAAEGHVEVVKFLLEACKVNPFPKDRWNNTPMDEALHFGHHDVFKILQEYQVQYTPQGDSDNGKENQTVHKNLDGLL
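Two-point fluorescence kinetic (t0, 30 min RT) for hKGA; glutamate detected via glutamate oxidase–HRP–Amplex Red. Substrate: 1 mM L-glutamine solution; buffer 45 mM KH2PO4, pH 8.2.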
ERG Ets-DNA blk = qHTS for Small Molecule Inhibitors of the ERG Ets/DNA interaction | fluorescence polarization, His-ERG Ets domain / labelled DNA | Transcriptional regulator ERG (Homo sapiens), P11308 | AID 624246, 2012 | hit rate 0.028% among 370,000 | Potency, µM (titrated, usually from 76.9 µM), for inactives: at the top dose FP activity, negative = inhibition, actives largely listed as inhibitors; active means well fitted inhibition curve with a large enough effect in the polarisation, with a control signal flat; inconclusive means small, poorly fitted or top-dose-only effect, or effect the other way, or a change in a side signal; inactive means no such curve, though single readings can be large or run the other way; the % refers to the polarisation;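 further: polarization taken with two DNA probes labelled with fluorescein and Texas red; % of control where 0% means no effect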
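His-tagged ERG Ets domain (1 uM in the protein solution; 300mM KCl, 50mM Tris-HCl, 1mM EDTA, 1mM DTT, pH 7.5) received compound, then a probe mix of 5 nM fluorescein-DNA and 100nM Texas-615-DNA. Fluorescence polarization was read for both dyes.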
Tb PGK inh = qHTS Assay to Find Inhibitors of Phosphoglycerate Kinase. Phosphoglycerate kinase, glycosomal (Trypanosoma brucei brucei), P07378. PGK/GAPDH coupled, Kinase-Glo luminescence, 60 min. Potency, µM (titrated, usually from 57.5 µM), inactives show at the highest dose activity change, negative = inhibition, hits mostly inhibitors. hit rate 0.043% among 380,000. AID 602233, 2012; further: on the % scale 0 is the no-effect control and ±100 the full control effect; nearly all actives have a fitted effect of over 60% in size
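Recombinant glycosomal PGK reaction used 1,3-bisphosphoglycerate generated in-well by GAPDH (100nM final) in 100mM TEA pH 7.6, 5mM MgCl2, 0.01% Tween-20. After 60 minutes at room temperature, ATP was read by Kinase-Glo Plus luminescence end-point.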
JMJD2A Tudor inh = qHTS Assay for Inhibitors of JMJD2A-Tudor Domain; AlphaScreen JMJD2A-Tudor / H3K4me3 peptide binding; Potency, µM (titrated, usually from 114 µM), for inactives: at the top dose activity change, negative = inhibition, most hits filed as inhibitors; hit rate 4.4% among 390,000; further: on the % scale 0 is the no-effect control and ±100 the full control effect; nearly all actives have a fitted effect of over 50% in size
An asterisk follows results filed as active; i = inactive; ? = inconclusive; · = not tested or not shown; & = joins results of further samples; [ ] = another dose, or the depositor's remark. Unless noted, the call rests on the fitted dose curve; in most records, active means well fitted curve in the direction sought with a large enough effect; inconclusive means small, poorly fitted or top-dose-only effect, or another doubt; inactive means no such curve, though single readings can be large; an effect the other way counts as inactive or inconclusive. Potency means the concentration at half of the fitted maximal effect. A portion of the library; the hit share may differ from the screen's.

SMILES	RGS4 inhibitor	GLS inhibitor	Pin1 inh	HP1b chromo inh	12-LOX inh	ERG Ets-DNA blk	Tb PGK inh	TrxR1 inh	JMJD2A Tudor inh
Cc1ccccc1CN1C(=O)c2ccccc2Sc2ccc(C(=O)NCc3cccs3)cc21	2%	1%	28%	19%	-24%	2%	5%	18%[57.1 µM]	-17%
CCCCOc1ccc(C(=O)CCN2CCOCC2)cc1	?	7%	1%	20%	-23%	9%	-3%	3.5µM*	-18%[57.1 µM]
CC(C)Cn1c(N)c(C=O)c(=O)[nH]c1=O	3%	3%	3%	27%	-8%	-1%	9%	16%[57.1 µM]	-11%
Cc1noc(C)c1COc1cccc(C(=O)Nc2ccccc2N2CCOCC2)c1	-17%	-9%	-6%	27%	-7%	-4%	-6%	25%[57.1 µM]	-4%
O=C(CSc1n[nH]c(-c2ccncc2)n1)Nc1ccc(Cl)c(C(=O)O)c1	-22%	-6%	-11%	38%	-20%	15%	-12%	12%	5%
CCOc1ccc(S(=O)(=O)N2CCC(N3CCN(Cc4ccc(C)cc4)C(=O)C3=O)CC2)cc1	-8%	-4%	-1%	19%	-24%	3%	5%	6%[57.1 µM]	-1%
COc1ccc(C(N)=S)c(OC)c1	-43%	-2%	-1%	-12%	-27%	4%	-1%	-9%	-12%
Oc1cccc2ccc[n+](CC(O)Cn3c4ccccc4c4ccccc43)c12 (stereo unspecified)	9%	15%	-5%	-6%	?	1%	0%	17%	-35%
O=C(OCC(=O)N1CCCC1)c1cccc(Br)c1	-1%	10%	-4%	-9%	-25%&19%	-6%	-6%	22%	-8%
Cc1cc(NC(=O)C(C)C)ncc1NC(=O)CCc1ccccc1	3%	-5%	-20%	29%	-1%	-3%	3%	-1%	2%
C=CCC1(C#N)C(SC)=NC2=C(C(=O)CC(C)(C)C2)C1c1ccc(Br)cc1 (stereo unspecified)	3%	2%	9%	-10%	-20%	5%	-9%	-12%	-30%
COc1ccc(C(=O)C2CCN(CC(=O)Nc3ccccc3F)CC2)cc1	3%	-11%	-4%	8%	21%	11%	2%	17%	-9%
COc1ccc(Cc2nnc(NS(=O)(=O)c3ccc(Cl)cc3)s2)cc1OC	-11%	21%	11%	-8%	?	-10%	1%	3%	-17%
COc1ccc(CCNC(=O)c2cc3c(=O)n4ccccc4nc3n(Cc3ccco3)c2=N)cc1OC	3%	-1%	0%	51%[activator]	-28%	0%	2%	12%	25%
CCOc1ccc(-n2nc(C(=O)N3CCN(CC)CC3)c3ccccc3c2=O)cc1	2%	3%	10%	41%[activator]	21%	1%	-4%	-4%	-11%

(listing goes on)
SMILES	RGS4 inhibitor	GLS inhibitor	Pin1 inh	HP1b chromo inh	12-LOX inh	ERG Ets-DNA blk	Tb PGK inh	TrxR1 inh	JMJD2A Tudor inh
COc1ccc(N2C(=O)/C(=C\c3ccco3)N=C2SCC(=O)N(C(C)C)C(C)C)cc1Cl	-7%	2%	10%	3%	?	-3%	3%	-21%	-21%
COC(=O)N/N=C\c1cccc(OC(=O)c2cccs2)c1	35%	6%	-7%	35%	0%	-3%	-5%	13%[57.1 µM]	-13%
C=CCNC(=S)N/N=C/c1ccc(C)cc1C	17%	-4%	?	3%	?	0%	1%	-17%[57.1 µM]	-13%
COc1cccc(C(NC(=O)c2ccccc2F)NC(=O)c2ccccc2F)c1	-7%	-3%	1%	10%	5%	8%	-3%	8%	-9%
CC(CC(=O)NCCc1ccc(F)cc1)c1ccccc1 (stereo unspecified)	-6%	-4%	6%	54%[activator]	15%	3%	-18%	11%	7%
COC(=O)Cn1c(=O)c2c(nc3n2CCN3c2ccc(F)cc2)n(C)c1=O	5%	-9%	3%	26%	-15%	-2%	3%	13%	-12%
CCc1ccc(NC(=O)Cn2nc(C(=O)O)c3ccccc3c2=O)cc1	-11%	3%	-5%	22%	-8%	23%	-4%	24%[57.1 µM]	-11%
Cc1c(Cl)cccc1NC(=O)[C@@]1(CC(=O)O)CC(/C=C/c2ccccc2)=NO1	-3%	-1%	-5%	24%	-18%	6%	-10%	10%[57.1 µM]	-8%
Cc1cc2nnc(SCC(=O)N3CCCCCC3)n2c(N)n1	-4%	-3%	4%	28%	0%	6%	-13%	-6%	1%
CCOc1ccc(NC(=O)CSC2=Nc3ccccc3C3=NC(CC(=O)NCc4ccccc4OC)C(=O)N23)cc1 (stereo unspecified)	-31%	-5%	71%[activator]	46%	-17%	2%	-5%	18%[57.1 µM]	-34%
O=C1CSC(c2ccccc2)N1CCc1ccccc1 (stereo unspecified)	8%	-2%	-1%	20%	36%[activator]	1%	i	19%	-12%
CC1CC2(C)C(=CC1=O)CCC1C2C(O)CC2(C)C1CCC2(O)C(=O)CO (stereo unspecified)	-1%	-12%	-3%	-7%	-10%	-3%	-2%	-15%	-14%
COc1cc(C)c(NC(=S)Nc2cccc(Cl)c2)cc1OC	-27%	21%	1%	?	?	-1%	-2%	?	-23%
CCOC(=O)c1sc(S(C)=O)c2c1CCc1conc1-2 (stereo unspecified)	-49%	-14%	-5%	43%[activator]	123%[activator]	-8%	i	32µM*	-15%
ON(CCc1ccccn1)Cc1ccccc1	-43%	33%[activator]	-16%	44%[activator]	?	-3%	4%	-59%[57.1 µM]	-8%

(more compounds)
SMILES	RGS4 inhibitor	GLS inhibitor	Pin1 inh	HP1b chromo inh	12-LOX inh	ERG Ets-DNA blk	Tb PGK inh	TrxR1 inh	JMJD2A Tudor inh
CCOC(=O)C1(CCc2ccccc2)CCN(Cc2cc(OC)c(OC)cc2OC)CC1	9%	0%	-5%	-2%	0%	-14%	-6%	-7%	?
COc1ccc(NC(=O)CSc2nnc(Cc3cccn3C)n2CCc2ccccc2)cc1OC	28%	3%	0%	-26%	11%	-2%	1%	11%	?
CCOC(=O)CCNC(=O)N1CCCC(C(=O)c2cc(C)c(OC)c(C)c2)C1 (stereo unspecified)	-2%	-9%	-3%	33%	?	5%	3%	8%[57.1 µM]	0%
COc1cccc(C=Nc2ccccc2C(=O)Nc2ccccc2)c1O	-17%	-3%	-2%	27%	?	2%	i	-13%	-8%
CCOc1ccc(CN2CCC(=O)NC2=O)cc1	-2%	0%	0%	32%	0%	-3%	9%	3%	6%
Cc1cccc(NC(=O)CNC(=O)C(NC(=O)Cc2ccccc2)C(C)C)c1C (stereo unspecified)	13%	-4%	2%	40%	17%	8%	-7%	7%	-10%
CCCNC(=O)N1CCCN(S(=O)(=O)c2ccc3c(ccn3CC)c2)CC1	-13%	-2%	-11%	22%[57 µM]	2%	-1%	-6%	26%[57.1 µM]	-11%
CCOC(=O)Cn1c(O)c(N=NC(=O)CNC(=O)Cc2ccccc2)c2ccccc21	-43%	-4%	-7%	41%[activator]	-19%	17%	-2%	1%	-8%
Cc1ccc2nc(-c3ccc(Cl)c(NC(=O)COc4ccc([N+](=O)[O-])cc4)c3)oc2c1	-24%	2%	-2%	52%[activator]	2%	-6%	-7%	24%	-12%
O=Cc1c[nH]c2ccc(OCc3ccccc3)cc12	9%	1%	-6%	25%	9%	-9%	i	15%	-18%
O=c1c(N2CCOCC2)nsnc1N1CCOCC1	-3%	18%	0%	34%	0%	-18%	-7%	15%[57.1 µM]	-13%
CCNC(=O)c1ccccc1-c1nc(-c2ccccc2Cl)no1	-20%[11.4 µM]	-2%	-5%	-15%	0%	2%	-5%	-6%	-13%[11.4 µM]
CN(CCNC(=O)c1cn(C)c2ccc(S(=O)(=O)N3CCCC3)cc2c1=O)CCc1ccccc1	11%	48%[activator]	0%	21%	9%	·	3%	14%	-8%
O=C(CNC(=O)c1ccco1)N/N=C/c1cc(Br)ccc1O	-11%	-6%	-1%	34%	?	3%	-6%	11%[57.1 µM]	-4%
Cc1nc([N+](=O)[O-])c(Sc2nc3ccc([N+](=O)[O-])cc3[nH]2)n1Cc1ccccc1	-15%	-11%	-5%	10%	-13%	-1%	i	2.5µM*	-32%

Next results follow:
SMILES	RGS4 inhibitor	GLS inhibitor	Pin1 inh	HP1b chromo inh	12-LOX inh	ERG Ets-DNA blk	Tb PGK inh	TrxR1 inh	JMJD2A Tudor inh
CCCC1=C(C(=O)OCC)C(c2sccc2C)n2ncnc2N1 (stereo unspecified)	42%	3%	-5%	43%[activator]	10%	-1%	-8%	12%	-15%
CCN(CC(=O)Nc1cccc(OC)c1)C(=O)c1ccncc1	3%	10%	3%	20%	18%	-5%	-1%	9%	-7%
Cc1nnc(SCC(=O)Nc2ccccc2)c2ccccc12	14%	-8%	5%	6%	0%	-6%	i	11%	-17%
Cc1coc2cc3oc(=O)c(CC(=O)NCc4ccc(F)cc4)c(C)c3cc12	-15%	7%	10%	40%[activator]	-23%	1%	i	14%	-6%

Screening data from PubChem BioAssay.
